# Compound activity as filed in PubChem BioAssay.
# CTSL1 counter – blocks F. hepatica cathepsin L1 in PFM18AAP counter-screen. inhibition, % at 5.96 µM. recombinant F. hepatica cathepsin L1, Z-Leu-Arg-MCA fluorescence. hit rate 0.49% among 300,000;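 active = inhibition above the mean of all tested compounds plus 3 SD, set per screening campaign, cut at about 17% in these data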;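 also: 0% = plate median of test compound wells and 100% = 1 µM Z-Phe-Ala-diazomethylketone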
# EBNA-1 inhibitor – blocks EBNA-1 binding to DNA. inhibition, % at 14.8 µM. hit rate 0.34% among 300,000. AID 1950. EBNA-1 DNA binding, fluorescence polarization; in the data active = inhibition above about 28%
# core dimer inh – blocks dimerization of HCV core protein; AID 1899; hit rate 0.33% among 300,000; TR-FRET GST/Flag-core106 dimerization, 1536-well; inhibition, % at 5 µM;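 active = inhibition above the mean of all tested compounds plus 3 SD, set per screening campaign, cut at about 45% in these data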
#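 System: GST/Flag-tagged HCV core106 proteins. Incubation: compound-protein-antibody incubation 4 h at 22.5 °C. Technique: HTRF with 340 nm excitation, 617/671 nm emission. Medium: KF-containing HEPES buffer, pH 7.45, DTT, CHAPS, BSA. Read-out: inhibition (%) from 671 over 617 nm ratio. Also added: Eu(K)-anti-GST 90 ng/mL plus XL665-anti-Flag 1 µg/mL.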
# PP5 primary – PP5 (human) phosphatase inhibition; P53041; purified PP5c, OMFP substrate fluorescence; inhibition, % at 6.7 µM; hit rate 0.18% among 320,000; AID 1987;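 active = inhibition above the campaign's mean inhibition across all tested compounds plus 3 SD, cut at about 9.5% in these data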;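 also: 0% = DMSO only and 100% = 100 µM cantharidin control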
# ZTA DNA inh – blocks Epstein-Barr virus ZTA, an EBNA-1 counter-screen | P03206 | ZTA-DNA binding, fluorescence polarization | inhibition, % at 11 µM | hit rate 0.15% among 320,000 | AID 2234; in the data active = inhibition above about 33%
# Target sequence (P03206 whole entry, looked up): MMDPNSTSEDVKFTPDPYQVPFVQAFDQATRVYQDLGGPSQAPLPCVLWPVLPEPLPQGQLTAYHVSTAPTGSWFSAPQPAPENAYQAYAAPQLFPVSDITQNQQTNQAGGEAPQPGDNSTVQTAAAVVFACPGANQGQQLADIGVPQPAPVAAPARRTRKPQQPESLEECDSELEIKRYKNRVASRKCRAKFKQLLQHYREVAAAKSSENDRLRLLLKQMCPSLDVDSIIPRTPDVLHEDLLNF
# PP1 inh – counter-screen for PP5 inhibitors: inhibitors of human PP1-alpha. AID 2235. hit rate 0.9% among 320,000. inhibition, % at 6.7 µM. purified PP1alpha, OMFP fluorescence;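 active = inhibition above the mean inhibition of all tested compounds plus 3 SD, computed separately for each screening campaign, cut at about 15% in these data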
# Efflux pump mplx – blocks antifungal efflux pumps in multiplex yeast assay | S. cerevisiae Candida pump triplex, Nile Red efflux | inhibition, % at 10 µM | AID 485275 | hit rate 0.44% among 330,000;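 active = plate passing quality check with inhibition over a set limit, or well fluorescence over plate mean plus 4 SD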;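 also: Nile Red retained in pooled yeast measured as flow cytometry median fluorescence; 0% = buffer negative control and 100% = Enniatin B positive control; higher means more Nile Red kept so more efflux inhibition; some compounds called inactive have numbers as strong as hits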
# PREPL inhibitor – human PREPL enzyme inhibition. hit rate 0.68% among 320,000. AID 2751. recombinant PREPL, fluorescence polarization activity-based probe. inhibition, % at 5.96 µM; in the data active = inhibition above about 43%;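 also: 0% = enzyme with DMSO and 100% = wells lacking enzyme; many of its hits are not listed in these tables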
# Target sequence (Q4J6C6 whole entry, looked up): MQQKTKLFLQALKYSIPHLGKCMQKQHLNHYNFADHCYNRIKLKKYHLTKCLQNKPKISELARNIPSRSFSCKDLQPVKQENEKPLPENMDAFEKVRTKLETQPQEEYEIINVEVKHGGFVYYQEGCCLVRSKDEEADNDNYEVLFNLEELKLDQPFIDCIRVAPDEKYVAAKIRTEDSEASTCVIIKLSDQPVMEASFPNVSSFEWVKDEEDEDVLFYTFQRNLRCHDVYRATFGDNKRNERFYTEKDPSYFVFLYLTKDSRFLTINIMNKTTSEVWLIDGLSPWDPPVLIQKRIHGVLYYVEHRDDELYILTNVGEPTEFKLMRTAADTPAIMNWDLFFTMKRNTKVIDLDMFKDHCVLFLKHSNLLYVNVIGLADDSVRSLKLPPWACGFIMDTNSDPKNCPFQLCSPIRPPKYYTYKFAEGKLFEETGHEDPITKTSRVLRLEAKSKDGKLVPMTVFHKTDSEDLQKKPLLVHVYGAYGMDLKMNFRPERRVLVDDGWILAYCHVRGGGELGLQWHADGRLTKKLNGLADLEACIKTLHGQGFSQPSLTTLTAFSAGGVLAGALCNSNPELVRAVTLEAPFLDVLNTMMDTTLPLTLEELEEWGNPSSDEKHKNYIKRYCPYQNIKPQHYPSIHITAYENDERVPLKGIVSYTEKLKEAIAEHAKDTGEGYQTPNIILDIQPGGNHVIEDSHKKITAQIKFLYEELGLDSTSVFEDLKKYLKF
# TPT1 inhibitor – inhibitors of Candida albicans tRNA 2'-phosphotransferase TPT1. recombinant caTPT1, FP RNA substrate dephosphorylation. inhibition, % at 5 µM. hit rate 0.81% among 300,000;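 active = inhibition above the mean of all tested compounds plus 3 SD, set per screening campaign, cut at about 24% in these data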;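 also: plate controls were DMSO alone for no effect and ferristatin control at 100 nM for full effect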
# Active calls of the source: *; . = no result given. This is a subset; count on the stated rates, not on these rows.
SMILES,CTSL1 counter,EBNA-1 inhibitor,core dimer inh,PP5 primary,ZTA DNA inh,PP1 inh,Efflux pump mplx,PREPL inhibitor,TPT1 inhibitor
COc1ccc(S(=O)(=O)N2CCC(C)CC2)cc1N(C)S(=O)(=O)c1ccccc1,-1.7,-6.5,1.1,3.5,-19.6,0.0,0.1,7.3,-3.2
OCC[C@H]1C[C@H](O)[C@@H](O)[C@]2(CCc3ccccc3O2)O1,4.2,-11.4,-17.7,-2.9,-31.5,1.4,-0.1,5.5,-0.8
O=C(NC1CCCCC1)C12CC3CC(C1)CC(n1cncn1)(C3)C2,-3.2,7.9,-3.6,-0.7,6.3,-5.0,0.0,-1.4,-2.9
Cc1[nH]n(-c2ccc(Cl)c(Cl)c2)c(=O)c1CCO,0.8,3.4,-13.0,0.7,1.6,-2.1,-0.2,-8.7,-5.2
CCc1ccccc1N(C1=NCCCS1)S(=O)(=O)c1ccc(C(C)(C)C)cc1,12.9,-7.3,5.0,4.4,-34.0,2.5,-0.3,5.1,-0.7
CCN(CC)C(c1ccc(F)cc1)c1nnnn1C1CCCCC1 (centres undefined),-0.1,-9.3,1.2,-0.5,-3.4,1.5,0.2,3.7,-0.4
COCCCNS(=O)(=O)c1ccc2[nH]c3c(c2c1)CCCCC3,-1.4,10.6,12.3,-0.7,-0.8,-3.8,0.0,8.8,-0.5
Cc1ccc(C2(C)NC(=O)N(CC(=O)NC(C)c3ccccc3)C2=O)cc1 (centres undefined),0.2,6.4,-6.5,-0.3,-3.2,-0.4,-0.2,10.1,-5.4
COC(=O)C1=C(CS(=O)(=O)c2ccc(C)cc2)NC(=O)NC1c1ccc(OC)c(OC)c1 (centres undefined),-0.7,0.5,2.8,2.9,-3.5,-0.9,0.1,8.7,-1.5
Cc1ccc(C(=O)OCC(=O)NCc2ccco2)cc1S(=O)(=O)N1CCOCC1,-27.0,-2.5,1.4,0.2,-9.4,-4.1,-0.1,1.2,-4.0
COc1ccc(C([O-])=Nc2ccc[n+](-c3nc4ccccc4nc3NS(=O)(=O)c3ccccc3)c2)cc1,3.2,28.8*,18.6,0.9,1.3,-2.8,0.0,4.0,-2.4
COc1ccc(Cc2nc3ccccc3[nH]c2=O)cc1,-2.3,-3.8,-2.5,0.5,8.8,2.9,-0.2,-0.8,-4.5
COc1ccc(CNCc2ccc(C(F)(F)F)cc2)cc1OC,-0.5,-5.2,13.1,0.3,-18.1,0.1,0.0,-3.7,-2.3
C/C(O)=C(\C#N)c1nnc2n1CCCCC2,-1.9,5.0,-1.5,-1.6,-8.0,-2.4,-0.2,10.4,-1.9
COc1ccc(Cl)cc1NC(=O)c1noc2c1CCCC2,2.0,1.8,4.4,3.2,7.9,-2.4,-0.1,-3.8,-3.1
CN(Cc1ccccc1)C(=O)COC(=O)c1ccc2c(c1)OCO2,0.9,9.2,11.5,0.0,-0.8,2.2,0.0,3.4,-1.7
CN(C)CCN(C(=O)c1ccc2ccccc2c1)c1nc2c(F)cc(F)cc2s1,-3.8,5.3,-0.8,-0.9,2.9,-2.5,0.0,3.7,-1.8
COc1ccc(CNC(=O)/C=C/c2cc3c(cc2Br)OCO3)cc1,2.3,8.0,1.8,-0.4,-3.6,-3.8,-0.1,13.0,-9.0
CN(CC(=O)Nc1ccc2c(c1)OCO2)S(=O)(=O)c1cccs1,-3.8,-3.3,-22.5,1.5,-19.4,3.5,0.0,1.6,-0.7
CCN(CC)S(=O)(=O)c1ccc(C)c(NC(=O)CN(C)C)c1,6.7,2.1,-4.9,2.4,-13.8,-0.3,0.1,12.4,-1.1
Cc1cccc(COc2ccc(/C(O)=C3\C(=O)C(=O)N(CCN(C)C)C3c3ccncc3)cc2)c1 (centres undefined),9.2,1.9,-3.5,-3.2,-0.3,-3.0,-0.1,15.2,-1.6
Cc1[nH]c(=O)[nH]c(=O)c1/C=N/NC(=O)[C@@H](NC(=O)OC(C)(C)C)C(C)C,6.2,14.3,-1.1,-2.3,4.4,-1.7,0.0,14.5,-3.5
COC(=O)c1ccc(CN2CCN(CCC(C)C)C(CCO)C2)cc1 (centres undefined),1.6,3.6,-7.9,-0.1,-12.1,-3.7,-0.1,9.6,-4.0
O=C(COC(=O)C1CCC1)Nc1ccccc1Sc1ccccc1,-6.6,4.2,2.2,5.6,-15.8,0.4,0.1,-9.8,0.9
CCOC(=O)c1c(C)[nH]c2cc(Br)c(O)cc12,2.4,4.2,2.2,-0.6,10.0,-4.6,0.0,2.2,0.6
CC(=O)N1CCN(S(=O)(=O)c2cccc(C(=O)NNC(=O)COc3ccc(F)cc3)c2)CC1,.,.,.,-0.1,4.1,1.2,0.1,4.3,.
NS(=O)(=O)c1cccn1-c1ncc(C(F)(F)F)cc1Cl,-1.2,-7.3,-13.3,2.6,-14.6,2.9,-0.1,4.7,-1.6
COCC(C)(C)COS(N)(=O)=O,-4.5,6.5,0.9,1.0,-9.4,-0.4,0.1,2.9,2.7
Cc1ccc(C)c(NC(=S)N2CCN(c3cccc(C(F)(F)F)c3)CC2)c1,-4.1,-2.2,-7.0,0.9,-4.7,0.8,0.1,-6.7,1.0
O=C(NNC(=S)Nc1ccccc1)c1cccc(S(=O)(=O)N2CCOCC2)c1,5.0,-2.6,-1.5,0.7,8.0,-4.4,0.2,19.7,2.1

# One compound at a time, as listed above.
# `Cc1[nH]c(=O)[nH]c(=O)c1/C=N/NC(=O)[C@@H](NC(=O)OC(C)(C)C)C(C)C` reads CTSL1 counter = 6.2; EBNA-1 inhibitor = 14.3; core dimer inh = -1.1; PP5 primary = -2.3; ZTA DNA inh = 4.4; PP1 inh = -1.7; Efflux pump mplx = 0.0; PREPL inhibitor = 14.5; TPT1 inhibitor = -3.5
# `O=C(NNC(=S)Nc1ccccc1)c1cccc(S(=O)(=O)N2CCOCC2)c1` reads CTSL1 counter = 5.0; EBNA-1 inhibitor = -2.6; core dimer inh = -1.5; PP5 primary = 0.7; ZTA DNA inh = 8.0; PP1 inh = -4.4; Efflux pump mplx = 0.2; PREPL inhibitor = 19.7; TPT1 inhibitor = 2.1

# Next section.
SMILES,CTSL1 counter,EBNA-1 inhibitor,core dimer inh,PP5 primary,ZTA DNA inh,PP1 inh,Efflux pump mplx,PREPL inhibitor,TPT1 inhibitor
O=C(COC(=O)c1cc2ccccc2cc1O)Nc1cccnc1Cl,-0.9,9.1,3.7,1.1,-12.9,1.8,0.1,2.1,1.1
O=C(/C=C/c1cccs1)NC1CCCC1,4.0,1.6,-9.8,1.0,7.3,-2.2,-0.1,14.7,3.9
Cc1cccc(-c2noc(CN(C(=O)CCc3ccccc3)C(C)C)n2)c1,-3.4,5.7,-5.3,5.7,-0.7,-1.8,0.1,-14.2,-1.8
COCCCn1c(SCC(=O)NC(C)(C)C)nnc1-c1ccccc1,4.2,2.7,-4.9,3.9,-15.2,-0.2,-0.4,12.9,-6.4
CCc1ccc(NC(=O)CSc2nnc(CNC(=O)c3ccc(OC)cc3)o2)cc1,2.0,5.3,6.2,-1.2,7.0,0.4,0.2,-9.3,-1.0
CCN(C(=O)c1ccccc1)c1ccc([N+](=O)[O-])cc1,-2.3,-2.4,-4.7,-3.1,13.9,0.2,-0.1,-2.1,-1.1
CCOC(=O)CN(C)Cc1cn(C)nc1-c1ccc(Oc2ccccc2)cc1,-2.1,3.4,5.8,3.5,7.7,-1.8,0.1,12.5,-0.9
CCCCn1c(N)c(N(Cc2ccccc2OC)C(=O)COc2ccccc2OC)c(=O)[nH]c1=O,-2.8,1.3,0.2,1.1,5.0,-7.6,0.0,-1.9,-2.2
NC(=O)c1ccccc1NS(=O)(=O)c1ccccc1,-0.8,-13.4,-5.5,-5.0,5.1,-2.3,0.2,5.8,-0.9
OCCN(Cc1ccccc1)Cc1ccc(F)c(F)c1,0.4,-3.5,-2.4,0.0,7.0,-0.1,-0.2,5.2,-3.6
CCN(CC)c1c([N+](=O)[O-])c(=O)oc2ccccc12,-5.2,7.7,2.6,-1.3,2.3,-8.2,0.0,-2.8,-6.7
CC(SCc1cn2cc(Cl)ccc2n1)C(=O)O (centres undefined),3.2,5.3,-0.3,3.8,14.8,-2.6,0.1,2.2,-2.7
Cc1ccc(NC(=O)CN2C(=O)NC(C)(c3ccc(Cl)cc3)C2=O)cc1S(=O)(=O)N1CCOCC1 (centres undefined),-63.5,-14.1,-4.4,3.3,-9.5,-0.5,0.0,-14.0,0.1
CCOC(=O)C1=C(N)OC(CCl)=C(C#N)C1c1ccsc1 (centres undefined),60.1*,-5.6,-5.2,-1.0,-3.2,0.1,1.1,-3.8,-0.9
C=CCn1c(SCC2CCCCO2)nc2sc(CC)cc2c1=O (centres undefined),3.9,1.0,1.6,-2.7,-8.6,-3.2,-0.1,-1.3,-1.5
COc1ccc(CNC(=O)C2CCN(S(=O)(=O)c3cccnc3)CC2)cc1,1.5,-11.7,3.8,-0.3,-10.7,-3.8,0.2,15.7,3.0
O=C(OC1CCCCC1=O)c1ccc(S(=O)(=O)Nc2ccccc2)cc1 (centres undefined),-1.6,-5.3,1.7,2.1,4.5,-2.5,-0.1,-0.1,0.8
O=C(Nc1ccccc1F)c1ccc(CN2CCc3ccccc3C2)cc1,-0.1,-3.2,-7.6,1.2,-26.2,0.1,-0.1,-3.1,-3.9
Cc1cc(C)nc(SCCn2c(N3CCOCC3)nc3c2c(=O)[nH]c(=O)n3C)n1,-0.5,9.7,0.0,2.9,5.2,3.1,-0.1,2.8,-1.4
O=C(Nc1cc([N+](=O)[O-])ccc1O)c1cccc(NC(=O)c2ccco2)c1,4.7,-10.8,-11.2,0.8,-7.8,3.1,-0.2,14.8,-5.8
COc1ccc2nc(NC(=O)c3cccnc3SC)sc2c1,1.6,3.7,5.2,-0.3,-0.3,-3.1,-0.2,3.8,4.6
CC1CCCCN1C(=O)CSc1nnc(-c2ccco2)o1 (centres undefined),2.3,-9.2,-12.6,2.2,8.1,0.8,0.2,16.9,-2.3
COc1ccc(N(CC(=O)N2CCc3ccccc32)S(=O)(=O)c2c(C)noc2C)cc1,0.9,4.5,0.3,-0.7,-35.7,-1.8,0.0,-5.7,-0.7
O=C(O)c1ccc(N2C(=O)/C(=C/c3ccc(-c4ccc([N+](=O)[O-])cc4)o3)C=C2c2ccccc2)cc1,1.3,12.6,30.1,0.8,9.5,-1.4,4.7*,7.1,17.1
Cc1ccc(C2NC(=O)Cc3ccccc32)cc1 (centres undefined),-4.2,5.9,-2.8,2.6,3.2,-3.0,0.0,-3.4,0.1
COc1cccc(CC(=O)NCCCSc2ccccc2)c1,1.9,-1.3,-2.5,-1.9,-5.2,-0.6,-0.2,-10.9,-2.0
COc1ccccc1NC(=O)CN1CC(=O)Nc2ccccc21,5.0,-0.9,2.3,0.6,1.1,-1.5,-0.2,2.1,8.6
COc1cc(C=O)ccc1OCCCOc1ccccc1C(=O)O,0.0,-6.3,1.8,2.1,-6.7,-0.1,0.1,0.0,0.9
Cc1noc(C)c1S(=O)(=O)N(CC(=O)Nc1ccc2c(c1)OCCO2)c1ccc(C(C)C)cc1,2.8,15.4,7.4,3.7,-4.7,5.5,0.2,11.6,-2.5
O=C1CC(C(=O)Nc2cc(Cl)ccc2Cl)n2ncnc2N1 (centres undefined),-0.9,-5.0,-0.2,-1.3,-17.8,-0.8,0.1,3.6,-0.1
O=C(Cc1ccccc1F)NCC1(N2CCOCC2)CCCCC1,-3.1,-9.4,-1.9,-0.8,3.3,-3.8,0.2,13.8,-0.8
Cc1ccn2c(C(=O)N/N=C\c3ccc4c(c3)OCO4)c(C)nc2c1,1.8,4.8,-1.8,1.9,-9.8,1.1,-0.1,-0.9,-0.9
Cc1cc(C)c(S(=O)(=O)Nc2cccc(C(=O)O)c2)cc1S(=O)(=O)Nc1cccc(C(=O)O)c1,-2.4,-6.0,-2.4,1.2,-6.2,0.7,0.0,19.3,1.8
